Tb hexokinase = blocks Trypanosoma brucei hexokinase 1 activity. recombinant TbHK1, G6PDH-coupled NADH A340. inhibition, % at 10 µM. 220,000 compounds, 0.11% hits;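 active means inhibition of 50% or more in the single-dose primary screen; inactive means inhibition below 50%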
L929 necroptosis = L929 zVAD cell death inhibition. AID 1377. 220,000 compounds, 0.38% hits. L929 zVAD necroptosis rescue, ATP luminescence, 24 h; with zVAD 60 µM. viability rescue, % at 10 µM;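 active means activation, scaled between plate controls, above about 75%, limit read from the data; inactive means activation under that limit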;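 further: 0% = zVAD with DMSO and 100% = DMSO alone without zVAD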
NCF1 inh = p47phox (human) inhibition; P14598; p47phox/p22phox peptide binding, fluorescence polarization, 2 h; inhibition, % at 24.7 µM; 220,000 compounds, 0.53% hits;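 active means inhibition above about 30%, limit read from the data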;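 further: 0% = p47phox with labelled peptide and 100% = labelled peptide alone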
MDM2 E3 inh = blocks human Mdm2 ubiquitin ligase activity | cell-based MDM2 ubiquitination luciferase reporter, 2 h; 0 = plate control, 100 = twice control, blank-subtracted | signal enhancement, % at 5 µM | 210,000 compounds, 0.11% hits | AID 1230;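 active means signal enhancement of 30% or more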;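 further: luminescence tracks abundance of the self-degrading MDM2-luciferase fusion protein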
Target sequence (Q00987 whole entry, looked up, the tested form may be a part): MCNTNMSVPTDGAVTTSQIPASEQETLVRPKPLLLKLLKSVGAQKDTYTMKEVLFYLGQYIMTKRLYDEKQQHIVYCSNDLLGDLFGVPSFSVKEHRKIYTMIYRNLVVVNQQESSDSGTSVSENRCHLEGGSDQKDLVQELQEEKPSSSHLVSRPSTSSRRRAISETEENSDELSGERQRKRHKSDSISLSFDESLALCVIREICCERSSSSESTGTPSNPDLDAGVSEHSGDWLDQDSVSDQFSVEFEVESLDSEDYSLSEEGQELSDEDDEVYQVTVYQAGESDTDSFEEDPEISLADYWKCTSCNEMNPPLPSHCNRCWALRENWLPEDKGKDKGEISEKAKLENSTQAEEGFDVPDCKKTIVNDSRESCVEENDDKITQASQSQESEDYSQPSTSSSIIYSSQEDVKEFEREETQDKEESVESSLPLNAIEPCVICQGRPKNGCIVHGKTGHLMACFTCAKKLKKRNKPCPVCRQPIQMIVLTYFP
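Test system: mammalian cells stably expressing self-ubiquitinating, self-degrading MDM2 E3–luciferase fusion; Amount: 2000 cells in each well; Medium: DMEM; Schedule: 4 h settle plus 2 h compound, 37 °C; Technique: SteadyLite luciferase luminescence after 15 min room-temperature reagent incubation; Benchmarks: plate control and blank wells.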
14-3-3 Bad inh = disrupts binding of bovine 14-3-3 zeta to phospho-Bad peptide | P63103 | TR-FRET 14-3-3zeta/Dy647-pBad peptide displacement, 1 h | inhibition, % at 21.7 µM | 220,000 compounds, 0.71% hits;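 active means inhibition above about 70%, limit read from the data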;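 further: 0% = full 14-3-3 plus peptide FRET controls and 100% = background without 14-3-3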
Target sequence (P63103 whole entry, looked up): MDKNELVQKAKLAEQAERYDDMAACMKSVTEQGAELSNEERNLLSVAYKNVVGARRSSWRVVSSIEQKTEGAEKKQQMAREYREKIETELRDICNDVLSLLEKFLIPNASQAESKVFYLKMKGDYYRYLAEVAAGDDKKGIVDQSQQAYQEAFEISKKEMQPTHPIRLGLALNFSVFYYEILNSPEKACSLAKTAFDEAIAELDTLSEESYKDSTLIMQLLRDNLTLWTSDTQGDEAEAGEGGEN
Runt-CBFb FRET = inhibitors of human RUNX1 Runt domain binding to CBFb | inhibition, % at 20 µM | 220,000 compounds, 0.46% hits | Cerulean-Runt/Venus-CBFb FRET ratio 530/480, 1 h | Q01196+Q13951 | AID 1496;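 active means inhibition over about 50% at 20 µM in the single-dose screen, limit read from the data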;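 further: 0% = DMSO wells and 100% = excess unlabeled CBFb competitor control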
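Assay system: Cerulean-Runt domain fusion protein, energy donor; Signal: fluorescence energy transfer, 422 nm excitation, 530/480 nm emission; Timing: 1 h compound exposure, room temperature; Control set: unlabeled CBFb; Medium: Tris buffer pH 7.5 with salts and BSA; Compound: single test concentration of 20 µM, 1% DMSO final; Probe or stimulus: Venus-CBFb 100 nM.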
EBV gp42 block = EBV gp42 inhibition. Fluorescence polarization binding assay, mP read-out. inhibition, % (tested at 21.74 µM). 220,000 compounds, 0.42% hits; in the data active means inhibition above about 50%
Target sequence (Q1HVG2 whole entry, looked up): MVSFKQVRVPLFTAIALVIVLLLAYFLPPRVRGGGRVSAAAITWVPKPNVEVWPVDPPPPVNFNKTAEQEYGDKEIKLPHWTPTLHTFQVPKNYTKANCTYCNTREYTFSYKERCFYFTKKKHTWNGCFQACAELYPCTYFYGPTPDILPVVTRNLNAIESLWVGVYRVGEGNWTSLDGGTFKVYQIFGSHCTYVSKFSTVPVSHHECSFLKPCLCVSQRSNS
Runt-SMMHC FRET = Runt domain-CBFb-SMMHC interaction inhibition; 220,000 compounds, 0.74% hits; Cerulean-Runt/Venus-CBFb-SMMHC FRET ratio 530/480, 1 h; inhibition, % at 20 µM; Q01196+Q13951;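 active means mean inhibition across duplicate retests at 20 µM reaching about 50%, limit read from the data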;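 further: 0% = DMSO wells and 100% = wells with excess untagged CBFb-SMMHC; inhibitors lower the FRET ratio by blocking Runt binding to CBFb-SMMHC; some results filed as inactive read as strong as hits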
Hck Nef HTS = inhibitors of human Hck kinase activated by Nef; P08631; Recombinant Hck-YEEI plus Nef, Z-Lyte FRET kinase assay; 220,000 compounds, 0.68% hits; inhibition, % at 20 µM;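 active means Hck-Nef kinase inhibition above about 50%, limit read from the data; inactive means inhibition below that limit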;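 further: 0% = DMSO with Hck plus Nef and 100% = Hck alone without Nef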
The depositor's hits bear a star; . = not tested or not shown; [ ] = remark or other dose.

SMILES	Tb hexokinase	L929 necroptosis	NCF1 inh	MDM2 E3 inh	14-3-3 Bad inh	Runt-CBFb FRET	EBV gp42 block	Runt-SMMHC FRET	Hck Nef HTS
CC1(C)CC(=O)C=C(NCCN2CCN(C(=S)NC3CCCCC3)CC2)C1	-4.4	1.9	0.2	-9.2	-2.2	1.4	-9.0	-1.4	8.0
C/C(=N\OC(=O)c1c(-c2ccccc2Cl)noc1C)c1ccncc1	1.0	-1.5	0.9	-11.0	-9.2	-2.1	-22.1	-5.8	22.1
CCc1cccc(NC(=O)C2CCCC2)c1	-1.6	0.8	3.0	-10.6	2.3	-0.7	-16.6	2.0	-0.1
CN1CCc2c(sc(NC(=O)c3ccc(S(=O)(=O)N4CCOCC4)cc3)c2C(N)=O)C1	-17.8	1.7	-16.3	-16.8	6.2	0.7	-36.0	1.7	-1.1
COc1ccc(OC)c(NC2=C(Cl)C(=O)N(Cc3ccccc3)C2=O)c1	-5.7	1.0	8.7	2.8	0.6	-2.5	-3.9	-6.2	5.8
CC(C)Cc1cc(C(=O)N2CCN(c3ccc(F)cc3)CC2)no1	-4.8	5.5	-27.9	-13.2	7.4	-1.4	-8.6	1.0	0.2
COc1ccc(/C=N/Nc2nc3ccccc3[nH]2)c(OC)c1OC	-65.8	60.2	-20.7	-55.6	-10.0	2.8	-12.7	5.0	20.6
O=C(O)CSc1nnc(CNc2ccccc2Cl)n1-c1ccccc1	-6.6	0.0	-11.4	23.1	1.5[fluorescence artefact?]	-1.3	-14.5	-6.1	1.4
CCOC(=O)Cn1cnc2c(nnn2-c2ccc(OC)cc2)c1=O	4.4	1.5	-10.2	.	-3.0[fluorescence artefact?]	10.2	6.6	1.0	3.3
O=C1OCCC1Sc1nc2ccccc2n1-c1ccccc1 (configuration not stated)	-0.7	0.2	11.3	-2.2	-9.1	-1.3	-25.0	0.4	2.4
Cc1nnsc1SCCNC(=O)c1c(F)cccc1F	2.9	0.2	-10.4	5.7	0.1	-0.4	-12.5	0.3	1.5
CCN(CC(=O)Nc1ccccc1OC)C(=O)C1CC2C=CC1C2 (configuration not stated)	-4.3	-0.1	-5.6	-73.8	2.8	-0.2	-13.0	0.1	1.6
O=C(Nc1ccc2c(c1)OCO2)c1ccc(S(=O)(=O)N2CCCC2)cc1	-7.2	23.2	1.6	-7.1	-10.0	-1.4	4.0	-0.7	18.8
CCOC(=O)/C=C1\SCC(=O)N1CC(=O)NC(C)c1ccccc1 (configuration not stated)	-6.5	0.8	-11.9	-6.7	-7.3[fluorescence artefact?]	-3.3	-12.8	0.1	3.1
COc1ccc(C/C(C)=N/NC(=O)c2cc(C)oc2C)cc1	2.5	1.0	-6.9	-44.1	-3.5[fluorescence artefact?]	-0.8	-12.1	-3.9	3.5
CCOC(=O)c1ccc(NC(=S)NCCCN2CCN(C3CCCCC3)CC2)cc1	5.6	-0.5	0.3	-5.7	-16.1	0.8	-3.6	4.3	20.7
O=C(CN1CCN(Cc2ccc3c(c2)OCO3)CC1)N1CCc2[nH]c3ccc(F)cc3c2C1	-8.5	4.3	-6.3	-12.7	4.3[fluorescence artefact?]	-18.1	0.5	-20.6	-3.0
CC(C)CN1CCN(Cc2cccn2-c2ccccn2)CC1CCO (configuration not stated)	-2.9	-0.6	-1.7	-19.7	0.5	0.4	-2.5	3.4	13.4
O=C(COC(=O)c1cccnc1)Nc1ccccc1	-8.4	0.1	-24.7	1.7	-7.6	-3.0	-10.3	-2.1	7.5
COc1ccc(-c2nn(-c3ccccc3)cc2CO)cc1OC	-3.8	14.3	-13.8	-10.7	-0.9	-1.0	-18.1	2.9	3.8
Fc1ccc(-c2[nH]ncc2-c2nnnn2-c2ccccc2)c(F)c1	-2.7	-0.1	-1.7	-11.3	-3.1[fluorescence artefact?]	-0.1	-3.9	-5.5	-0.6
Cc1ccc(N2C(=O)NC(NC(=O)C(C)(C)C)(C(F)(F)F)C2=O)cc1C (configuration not stated)	-1.4	1.1	-6.0	2.0	1.9	1.3	0.3	0.5	4.3
CC(C)(C)OC(=O)N1CCCC1C(=O)N1CCc2ccccc21 (configuration not stated)	-4.0	1.0	-11.9	-8.7	8.7	-4.2	-16.6	1.6	0.9
O=C(N/N=C/c1ccco1)c1cc(-c2cccs2)[nH]n1	-24.6	8.7	-16.6	-14.8	0.0	3.6	-5.9	0.8	3.2
O=C(Nc1nc(N2C(=O)c3ccccc3C2=O)n(-c2ccccc2)n1)c1ccc(Cl)cc1	4.8	-0.2	-11.5	16.4	10.8	-1.1	-18.6	-1.1	-0.1

The list continues:
SMILES	Tb hexokinase	L929 necroptosis	NCF1 inh	MDM2 E3 inh	14-3-3 Bad inh	Runt-CBFb FRET	EBV gp42 block	Runt-SMMHC FRET	Hck Nef HTS
Cc1ncc([N+](=O)[O-])n1CC(=O)NC(C)(C)C	-14.5	1.6	-6.1	-7.4	5.6	3.5	-10.4	-4.9	1.9
Cc1ccc(C2N(c3cccc(Cl)c3)C(=O)C3CCCN32)o1 (configuration not stated)	-4.6	0.0	0.1	-8.8	12.2	0.9	-23.7	-0.8	1.6
CCCCOCCCNCC(=O)Nc1ccc(S(N)(=O)=O)cc1	-0.5	-0.3	-1.6	-18.8	-5.6	-0.2	-7.2	-0.3	18.5
C[N+]1(C2CCC3CCC2C3O)CCCC1 (configuration not stated)	-2.2	-0.5	-9.2	4.2	16.6[fluorescence artefact?]	-7.1	-45.1	4.3	-16.6
Cn1nc(-c2ccccc2)c(C(=O)NC(C(=O)O)c2ccccc2)c1Cl (configuration not stated)	-5.9	-0.6	6.3	7.7	0.9	0.6	-1.7	-3.9	-3.1
O=C(CSc1nc2ccccc2n1CCc1ccccc1)N1CCOCC1	-9.3	-1.0	-59.8	-3.9	3.6[fluorescence artefact?]	-0.7	-23.1	0.9	0.1
Cc1ccc(NC(=S)NCCN2CCOCC2)cc1	0.8	-0.2	-7.1	-12.4	5.6[fluorescence artefact?]	1.7	-1.7	2.9	-0.4
Cc1ccc(NC(=O)CCc2c(C)nc3ncnn3c2C)cc1	6.2	0.7	-20.9	-36.2	5.4	-1.0	-20.5	-2.7	3.4
O=C(C1CCN(Cc2cc(Cl)ccc2O)CC1)N1CCN(Cc2ccccc2)CC1	-5.5	-0.4	-15.8	6.2	33.6	0.9	0.1	2.0	0.7
O=C1COc2ccc(C(=O)COC(=O)Cc3ccccc3F)cc2N1	0.5	2.0	-3.0	6.7	-14.2	-0.2	-10.5	-2.8	16.5
Cc1ccc2oc(=O)cc(CN3CCC(C)CC3)c2c1	-4.5	0.8	-10.7	12.4	3.6	-2.0	-17.2	0.0	1.2
CCCn1c(=NC(=O)c2ccco2)c(C(=O)OCC)cc2c(=O)n3ccccc3nc21	-16.9	-0.4	-10.5	-8.6	.	18.7	4.6	56.2*	62.5*
CCc1cc2c(=O)[nH]cnc2s1	1.5	0.7	-5.0	-8.3	-4.6	-0.1	-0.2	-3.7	-0.3
Nc1nc2n(n1)C(=O)CC(c1ccccc1[N+](=O)[O-])N2 (configuration not stated)	-0.9	1.7	-10.5	-9.2	-2.9	0.5	-4.3	0.2	-0.5
Cc1cc(C)n(CC(=O)N/N=C/c2ccco2)n1	0.1	-0.1	-5.3	-18.3	-5.8[fluorescence artefact?]	-3.1	-0.2	-0.6	0.0
C=CCNC(=O)C12CCC(C)(C(=O)C1Br)C2(C)C (configuration not stated)	2.6	-0.4	-2.5	-6.8	-7.5	-2.4	-17.1	-0.1	4.0
O=S(=O)(Cc1cc(Oc2ccccc2)nc(-c2ccccc2)n1)c1ccccc1	10.0	0.5	.	-21.9	.	0.6	.	-0.6	1.2
O=C(C1=C(O)C(=O)N(Cc2cccnc2)C1c1ccccn1)c1cccs1 (configuration not stated)	-14.7	0.2	1.0	-7.1	-4.3	1.7	6.7	-8.2	15.6
O=C(Nc1ccc2oc(-c3ccncc3)nc2c1)c1ccccc1	1.0	0.9	-1.5	-0.9	-0.6	-0.6	-10.9	-2.2	3.7
CCCCNC(=O)C1C2C=CC3(CN(Cc4ccccc4Cl)C(=O)C13)O2 (configuration not stated)	2.8	0.1	1.4	-14.1	-4.4[fluorescence artefact?]	0.9	-1.7	3.4	5.5
COc1cccc(-c2csc(NC(=O)C3CC3)n2)c1	-0.2	2.1	-7.2	-5.1	2.6	-29.9	-9.7	0.8	1.5
CNC(=O)N(O)C1N(c2ccccc2)C(=S)SC1(C)C (configuration not stated)	-5.7	-0.1	-26.0	1.0	-4.2	1.2	-2.7	-2.3	0.3
O=c1cc(-c2ccccc2Cl)c2c([nH]1)CCC2	-1.6	-1.1	-5.1	-9.1	3.8	.	-0.7	4.7	-0.4
CC1(C)S[C@@H]2[C@H](NC(=O)Cc3ccccc3)C(=O)N2[C@H]1C(=O)O	0.8	1.4	-1.2	.	8.0	1.3	-3.3	-0.9	-2.7
CCOC(=O)c1c(/N=C/N(C)C)sc(/C=N/Nc2ccccc2)c1-c1ccccc1	-7.9	0.8	-15.6	-51.6	23.2	70.8*	-59.4	131.0*	9.2

More compounds
SMILES	Tb hexokinase	L929 necroptosis	NCF1 inh	MDM2 E3 inh	14-3-3 Bad inh	Runt-CBFb FRET	EBV gp42 block	Runt-SMMHC FRET	Hck Nef HTS
CCN(CC)c1ccc(/C=N/Nc2nc(C)cc(C)n2)c(O)c1	-25.6	1.8	-9.3	-6.1	-12.8	0.8	-5.9	4.3	-1.2
COc1ccc(CNC(=O)C2C3C=CC4(CN(Cc5cccnc5)C(=O)C24)O3)cc1 (configuration not stated)	-6.9	-1.2	-4.7	-14.2	-20.8[fluorescence artefact?]	2.5	-3.0	-0.8	7.1
O=C(N/N=C/c1ccc[nH]1)c1ccc2c(c1)OCO2	-37.7	1.3	4.0	-1.3	-4.0	-2.2	-5.3	-11.0	-5.7
CP(=O)(Nc1cc(Cl)ccc1Cl)c1nc2c(s1)CCCC2 (configuration not stated)	-8.8	0.3	-7.6	.	0.3	0.9	-24.1	-1.0	15.0
COc1ccccc1NC(=O)c1ccc(NC(=O)CSc2nncn2C)cc1	-1.3	1.2	11.4	-12.7	-0.9[fluorescence artefact?]	-0.4	-3.7	-1.1	1.7
COc1ccc(OC)c(CC(NC(C)=O)C(=O)NC2CCN(c3c(Cc4ccccc4)c(C)nc4ncnn34)CC2)c1 (configuration not stated)	-13.4	0.1	-10.7	0.5	9.5	-2.2	-11.0	3.2	5.3
CN(C)c1ccc(/C=C2\CCCCC2=O)cc1	-22.5	0.7	-9.1	-22.9	-6.2[fluorescence artefact?]	-5.9	-24.9	-8.8	-2.4

Profiles, looked up by structure:
Results for `CP(=O)(Nc1cc(Cl)ccc1Cl)c1nc2c(s1)CCCC2` (configuration not stated) = Tb hexokinase: -8.8; L929 necroptosis: 0.3; NCF1 inh: -7.6; MDM2 E3 inh: .; 14-3-3 Bad inh: 0.3; Runt-CBFb FRET: 0.9; EBV gp42 block: -24.1; Runt-SMMHC FRET: -1.0; Hck Nef HTS: 15.0
Results for `COc1ccccc1NC(=O)c1ccc(NC(=O)CSc2nncn2C)cc1` = Tb hexokinase: -1.3; L929 necroptosis: 1.2; NCF1 inh: 11.4; MDM2 E3 inh: -12.7; 14-3-3 Bad inh: -0.9[fluorescence artefact?]; Runt-CBFb FRET: -0.4; EBV gp42 block: -3.7; Runt-SMMHC FRET: -1.1; Hck Nef HTS: 1.7

Screening results from PubChem.
